LmPK inh – LmPK (Leishmania mexicana) enzyme inhibition | AID 1721 | 0.37% of 290,000 active | purified LmPK, Kinase-Glo ATP luminescence, 1 h | Q27686 | Potency, µM (highest dose often 57.5 µM), inactives show top-dose activity change, negative = inhibition, most hits filed as inhibitors; also: potency is read from the fitted curve at half-maximal effect; % is scaled to controls: 0 for no effect and ±100 for the full control effect
Target sequence (Q27686 whole entry, looked up): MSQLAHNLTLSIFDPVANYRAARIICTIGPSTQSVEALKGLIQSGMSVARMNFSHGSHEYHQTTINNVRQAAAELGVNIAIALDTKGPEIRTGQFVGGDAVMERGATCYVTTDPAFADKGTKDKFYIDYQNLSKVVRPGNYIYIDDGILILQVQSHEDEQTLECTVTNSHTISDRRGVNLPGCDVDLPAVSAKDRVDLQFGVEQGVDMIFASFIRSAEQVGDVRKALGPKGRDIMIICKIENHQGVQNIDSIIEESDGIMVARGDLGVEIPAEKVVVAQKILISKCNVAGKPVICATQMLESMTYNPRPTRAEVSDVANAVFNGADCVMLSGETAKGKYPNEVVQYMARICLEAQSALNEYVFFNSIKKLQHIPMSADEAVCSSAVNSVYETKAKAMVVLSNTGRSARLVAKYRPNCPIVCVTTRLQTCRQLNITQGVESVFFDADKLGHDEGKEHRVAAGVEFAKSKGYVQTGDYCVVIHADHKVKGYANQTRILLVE
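In 50 mM imidazole pH 7.2 with 7 mM MgCl2, LmPK (0.1 nM) turned over PEP (0.5 mM) and ADP (0.1 mM) for 1 h at room temperature. Luciferase read-out of ATP.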
Tb PYK inh – blocks Trypanosoma brucei pyruvate kinase; AID 624173; TbPYK enzyme, Kinase-Glo Plus ATP luminescence, 45 min; 0.12% of 410,000 active; Potency, µM (titrated, usually from 76.8 µM), inactives show at the highest dose activity, negative = inhibition, hits mostly inhibitors; also: potency is read from the fitted curve at half-maximal effect; % is scaled to controls: 0 for no effect and ±100 for the full control effect; nearly all actives have a fitted effect of over 50% in size
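Luminescent Kinase-Glo Plus end-point after 45 min room-temperature reaction of T. brucei pyruvate kinase started with 130 uM ADP (final). Buffer TEA 50 mM pH 7.2 with KCl, MgCl2, BSA, Tween-20; titration-based qHTS with fitted concentration-effect curves.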
Pf growth 48h – inhibits P. falciparum growth in the first generation, 48 h; P. falciparum luciferase growth in erythrocytes, 48 h; Potency, µM (titrated, usually from 28.7 µM), inactives show at the top dose activity change, negative = inhibition, actives largely listed as inhibitors; 5.9% of 310,000 active; AID 504832; also: potency is read from the fitted curve at half-maximal effect; % is scaled to controls: 0 for no effect and ±100 for the full control effect
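Here the parasites carry a stable luciferase gene and grow inside erythrocytes in Albumax-based RPMI medium with compound for one erythrocytic cycle. Activity is scored as loss of luminescent signal.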
CHX counter – affects cycloheximide protein synthesis inhibition readout, counter-screen | cell reporter, cycloheximide protein synthesis inhibition counterscreen | max response, % | 12% of 300,000 active; in the data active = max response mostly above about 13%, no sharp cut-off; inactive = mostly below about 14%; also: read at 38.3 µM for the half of the compounds with a filed dose; 0% is about no effect
Pf growth 96h – P. falciparum growth inhibition at 96 hours; 6.9% of 320,000 active; AID 504834; Potency, µM (doses to about 28.7 µM), for inactives: at the top dose activity change, negative = inhibition, actives largely listed as inhibitors; P. falciparum luciferase reporter growth, 96 h; also: potency is read from the fitted curve at half-maximal effect; % is scaled to controls: 0 for no effect and ±100 for the full control effect
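Luminescence readout: decreased luciferase signal marks inhibited growth of reporter-expressing P. falciparum in infected red cells (2% hematocrit, 0.05% parasitemia final), exposed to compound two generations (96 h, 37 C, 5% CO2).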
Shiga toxin inh – blocks Shiga toxin action in Vero cells; Vero cells, Shiga toxin protein synthesis inhibition reporter; inhibition, % at 38.7 µM; 9.2% of 290,000 active; AID 2315; in the data active = inhibition mostly above about 28%, no sharp cut-off; inactive = mostly below about 43%; also: 0% is about no effect
HCV inh – HCV inhibition | Huh7.5.1 HCVcc-Cre infection, luciferase reporter, 44 h | 3.4% of 340,000 active | Potency, µM (highest dose often 41.8 µM), inactives show at the top dose activity change, negative = inhibition, hits mostly inhibitors; also: potency is read from the fitted curve at half-maximal effect; % is scaled to controls: 0 for no effect and ±100 for the full control effect
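Infectious HCVcc-Cre (~0.5 moi) was added to cells just after compound, with cells seeded 4 h earlier at 1,000 per well. Luciferase activity after 44 h culture reported infection; substrate was incubated 15 min at room temperature before reading.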
* = called active by the depositor; ? = inconclusive; / = no result given; & = joins results of further samples; [ ] = dose if it differs, or a comment. Unless noted, calls follow the shape of the dose curve; as a rule, active = well fitted curve in the direction sought with a large enough effect; inconclusive = small, poorly fitted or top-dose-only effect, or another doubt; inactive = no such curve, though single readings can be large; an effect the other way counts as inactive or inconclusive.

SMILES	Shiga toxin inh	Tb PYK inh	Pf growth 48h	LmPK inh	CHX counter	HCV inh	Pf growth 96h
CCOC(=O)C(NC(C)=O)C(=O)Nc1ccc(C(C)(C)C)cc1 (configuration not stated)	-5	-3%	1%	-3%	-5	20%	54%[activator]
O=[N+]([O-])c1cc(CN2CCN(c3ccccc3)CC2)c(O)c2ncccc12	-9	-3%	?	3%	-1	?	-18%
CCOc1ccc(C(=O)NC2=NCCS2)cc1	83*	/	79%[activator]	1%	27*	/	139%[activator]
Cc1onc(-c2c(F)cccc2Cl)c1C(O)c1ccc(F)cc1 (configuration not stated)	16	3%	-7%	6%	4	4%	21%
COc1ccc(NC(=O)c2ccc(COc3ccccc3)o2)c(OC)c1	-5	-9%	-8%	-3%	3	-11%	8.3µM*
O=C(c1cnn(-c2ccccc2)c1)c1cc(Br)ccc1O	/	3%	?	/	/	17%	-84%
CCN(CC)Cc1c(C(=O)N/N=C/c2cccc(OCc3cccc(Cl)c3)c2)nnn1-c1nonc1N	19	1%	-8%	6%	12	12%	6%
COc1cc(-c2nnc(COC(=O)C3c4ccccc4Oc4ccccc43)o2)cc(OC)c1OC	-2	10%	-12%	5%	-3	-19%	/
O=[N+]([O-])c1ccc(N2CCNCC2)cc1N1CCCCC1	-22	-12%	-5%	-2%	-2	10µM*	-20%
CC(C)c1nnc(NC(=O)CN2C(=O)c3ccccc3C2=O)s1	-9	-5%	0%	-2%	-1	16%	29%
Cc1ccccc1NC(=O)Cn1c(=O)n(CC2CCCO2)c(=O)c2ccccc21 (configuration not stated)	10	-6%	-5%	3%	7	14%	2.3µM*
Cc1ccc(CN(CC(=O)NC(C)(C)C)C(=O)CNC(=O)c2cccs2)cc1	40	5%	18%	7%	-5	-4%	-3%

Continued:
SMILES	Shiga toxin inh	Tb PYK inh	Pf growth 48h	LmPK inh	CHX counter	HCV inh	Pf growth 96h
CC(=O)Nc1ccc(Sc2ccccc2C(=O)N2CCCC2)cn1	14	-4%	-98%	-7%	6	4%	5%
COc1ccc(N/N=C(\C#N)C(N)=O)cc1	43	-1%	20%	-7%	13*	5%	47%[activator]
CCN(Cc1ccccc1)C(c1cc2cc(C)cc(C)c2[nH]c1=O)c1nnnn1CCOC (configuration not stated)	10	-4%	?	6%	-1	3%	0%
COc1ccccc1OCC(=O)NNC(=O)C1CCN(c2ncnc3sc(C)c(C)c23)CC1	/	0%	?	/	/	11µM*	20%
CCN1C(=O)C(CC(=O)N2CCN(C(c3ccccc3)c3ccccc3)CC2)N(CC)C1=O (configuration not stated)	-9	-3%	12µM*	1%	0	6%	?
CC(C)(C)NC(=O)COc1ccc(CNCc2ccccn2)cc1	-3	-8%	8%	1%	-4	11%	0%
COc1ccc(CCNC2=CC(=O)N(c3ccc(F)cc3)C2=O)cc1	-6	-3%	1%	-2%	6	-11%	3.3µM*
O=C(O)COc1cccc(NC(=O)c2ccccc2)c1	-4	0%	13%	-19%	2	6%	55%[activator]
Cc1ccccc1OCCn1cc(C(=O)O)c2ccccc21	45	-3%	-19%	1%	2	-8%	-2%
O=C(CNC(=O)Cn1cnc2sc3c(c2c1=O)CCCC3)NCc1ccccn1	5	5%	21%	7%	0	7%	55%[activator]
O=C(Nn1cnnc1)c1csc2ccccc12	-20	-9%	-3%	-4%	-1	3%	88%[activator]
C=CCn1c(CSCc2ccc(Cl)cc2Cl)nnc1SCC(=O)Nc1ccc(C(=O)O)cc1	-20	0%	-4%	7%	-4	6%	-8%

The list goes on:
SMILES	Shiga toxin inh	Tb PYK inh	Pf growth 48h	LmPK inh	CHX counter	HCV inh	Pf growth 96h
O=C(NCCCN1CCCC1=O)C(=O)NCC1OCCN1S(=O)(=O)c1ccc(Cl)cc1 (configuration not stated)	-28	-9%	5%	-5%	2	/	16%
COc1ccc(OC)c(CC(NC(C)=O)C(=O)NC2CCN(c3nnnn3-c3ccccc3)CC2)c1 (configuration not stated)	-6	1%	-2%	3%	-4	-9%	-9%
O=C(O)c1cccc(S(=O)(=O)Nc2ccc(O)c(Sc3nc4ccccc4s3)c2)c1	-25	-16%	86%	9%	6	26%	?
CC1=Nc2ccc(C)cc2/C1=C/c1c(N)n2nc(CC(=O)N3CCOCC3)sc2nc1=O	-6	-4%	-4%	-10%	1	-6%	?
Cc1ccc(NS(=O)(=O)c2ccc3c(c2)oc(=O)n3C)cc1	-9	1%	1%	0%	1	-7%	2.6µM*
CCCCc1ccc(NC(=O)CSc2nc(=O)n(CCN3CCOCC3)c3c2CCC3)cc1	/	-9%	-59%	/	/	?	?
O=C(N/N=C\c1c(O)ccc2ccccc12)c1ccc(Cn2cccn2)o1	-3	-7%	?	0%	-2	?	?
Cc1ccc(C2=[N+]([O-])C(C)(C)N(O)C2(C)C)cc1	-5	0%	-24%	3%	-3	-11%	19%
Cc1ccc(NC(=O)CCN2C(=O)CSC2=O)cc1	18	0%	11%	1%	11	9%	484%[activator]
CCC(C)(C)NC(=O)C(OC(=O)c1ccco1)c1ccccc1OC (configuration not stated)	15	4%	14%	1%	5	-5%	?
CCOC(=O)c1ccc(N2C(=O)CC(N3CCN(C(=O)c4ccccc4)CC3)C2=O)cc1 (configuration not stated)	11	0%	-2%	2%	7	11%	25%
Cc1c(NC(=O)CN2C(=O)NC(CCc3ccccc3)C2=O)c(=O)n(-c2ccccc2)n1C (configuration not stated)	-12	-4%	35%[activator]	-1%	-4	7%	6%

Other entries:
SMILES	Shiga toxin inh	Tb PYK inh	Pf growth 48h	LmPK inh	CHX counter	HCV inh	Pf growth 96h
CCCCCC(=O)c1ccc(O)cc1O	49*	-3%	7%	8%	32*	8%	18%
Fc1ccc(C2CC(c3cccs3)=NN2c2ccccc2)cc1 (configuration not stated)	19	-3%	?	2%	5	?	-9%
CCCCN(C(=O)c1ccc(N2CCCC2=O)cc1)c1c(N)n(Cc2ccccc2)c(=O)[nH]c1=O	/	3%	0%	/	/	7%	?
CCCCC(=O)N1CC(=O)Nc2ccc(F)cc2C1c1ccccc1 (configuration not stated)	8	-2%	-15%[0.00184 µM]	-3%	7	8%	?
CS(=O)(=O)Cc1ccc(C(=O)NC2CCCc3ccccc32)cc1 (configuration not stated)	-6	8%	28%	2%	-2	4%	34%[activator]
Cc1cc(C)c(C#N)c(SCc2ccc(C(=O)O)cc2)n1	-8	-16%	-5%	-2%	-5	1%	?
O=S(=O)(Nc1cccc(Oc2cnccn2)c1)c1ccc(F)cc1	-7	-13%	-5%	-1%	1	8%	0%
Cc1cccc(N2CCN(C(=O)c3c(C)nn(Cc4ccccc4Cl)c3C)CC2)c1C	-3	-11%	/	1%	10	32µM*	7.4µM*
Cc1ccc(NC(=O)Nc2cc(S(C)(=O)=O)ccc2Cl)cc1	78*	-2%	91%[activator]	-1%	36*	-9%	151%[activator]
Sc1oc(-c2ccccc2)cc1C=Nc1ccccc1	86	-10%	/	-11%	30*	-9%	?
CCSc1ncc(Cl)c(C(=O)Nc2ccc(S(=O)(=O)Nc3ncccn3)cc2)n1	-2	-8%&-8%	-15%	-4%	-2	19%	?
O=C1CCC(C(=O)N2CCCCO2)CN1CCc1ccc(Cl)cc1 (configuration not stated)	20	9%	5%	1%	20*	19%	-19%

Remaining list, next part:
SMILES	Shiga toxin inh	Tb PYK inh	Pf growth 48h	LmPK inh	CHX counter	HCV inh	Pf growth 96h
CCN(CC)C(=O)Cn1cc(C(=O)C(=O)N2CCN(C)CC2)c2ccccc21	-16	-8%	11%	-7%	0	13%	0%
Fc1ccccc1CSc1nnc(-c2cccnc2)o1	110*	6%	144%[activator]	-1%	48*	2%	?
Cc1cccnc1NC(=O)C12CCC(C)(C(=O)O1)C2(C)C (configuration not stated)	-13	2%	0%	-2%	-2	0%	?
COc1ccccc1C(=O)NCCC(=O)NC(C)c1ccc(-n2ccnc2)cc1 (configuration not stated)	/	-10%	-3%	/	/	?	5%
OB(O)O	/	-5%	5%	/	/	/	-3%
CCc1ccc2c(CSc3nnnn3C)cc(=O)oc2c1	-5	-1%	-2%	-4%	-1	-11%	?
O=C(COC(=O)Cc1ccccc1F)NNC(=O)c1ccc([N+](=O)[O-])cc1	/	-3%	10%	/	/	-23%	21%
Cc1nn(-c2ccccc2)c2sc(C(=O)C(C#N)c3ccccn3)cc12 (configuration not stated)	15	/	26%	6%	-4	/	48%[activator]
COc1cc2cc(C(=O)NCCc3ccccc3)[nH]c2cc1OC	25	-4%	8%	-1%	12	-18%	?
COc1ccc2oc(C(=O)OCC(=O)c3ccc4c(c3)OCCO4)c(C)c2c1	13	-7%	/	9%	-2	5%	24%
Cn1nc(C(=O)Nc2ccc3c(c2)OCCO3)c2ccccc2c1=O	/	-12%	22%	/	/	?	28%
NS(=O)(=O)c1ccc(NC(=O)Cn2ncc3c2-c2ccccc2OC3)cc1	-20	4%	/	9%	-5	7%	?

Other entries
SMILES	Shiga toxin inh	Tb PYK inh	Pf growth 48h	LmPK inh	CHX counter	HCV inh	Pf growth 96h
O=C(COC(=O)c1cccs1)NC12CC3CC(CC(C3)C1)C2	68	-10%	20%	4%	29*	-5%	-12%
COc1cc(CCC(=O)Nc2cc(C)cc(C)c2)cc(OC)c1OC	-4	-4%	?	2%	10	?	?
O=C(CN(CCc1ccccc1)S(=O)(=O)c1ccc(Cl)cc1)N/N=C/c1ccccc1C(=O)O	2	-2%	5%	1%	-1	7%	35%[activator]
CC(C)(O)CCCC(C)(O)c1ccc(C(=O)O)cc1O (configuration not stated)	-5	5%	0%	3%	-5	38%[activator]	?
COc1ccc(-c2nn(-c3ccccc3)cc2/C=N/NC(N)=S)cc1OC	17	-4%	12µM*	-2%	-2	11µM*	15µM*
COc1ccc(N(CC(=O)Nc2cc(Cl)ccc2C)S(=O)(=O)c2c(C)noc2C)cc1	16	4%&10%	?	-10%	-6	-15%	?
CC1C(c2ccccc2)=[N+]([O-])C2(CCCCC2)N1O (configuration not stated)	-18	0%	9%	-2%	-4	13%	-1%
Nc1c(C(=O)Nc2ccc3c(c2)OCCO3)nnn1Cc1cccc(F)c1	/	-13%	31%[activator]	/	/	?	43%[activator]
Cc1ccc(S(=O)(=O)N2CCN(CC(=O)N/N=C/c3ccco3)CC2)cc1	-4	-8%	-4%	-2%	-3	7%	-15%
COCCCN(C(=S)Nc1c(C)cc(C)cc1C)C(C)c1ccccn1 (configuration not stated)	-7	-18%	-11%	2%	-4	3%	-22%
CC(=O)c1ccc(NC(=O)COC(=O)c2ccc(F)cc2F)cc1	32	-15%	20%	-3%	13*	12%	3%

3 records picked at random from the list so far:
SMILES	Shiga toxin inh	Tb PYK inh	Pf growth 48h	LmPK inh	CHX counter	HCV inh	Pf growth 96h
O=C1CCC(C(=O)N2CCCCO2)CN1CCc1ccc(Cl)cc1 (configuration not stated)	20	9%	5%	1%	20*	19%	-19%
O=C(NCCCN1CCCC1=O)C(=O)NCC1OCCN1S(=O)(=O)c1ccc(Cl)cc1 (configuration not stated)	-28	-9%	5%	-5%	2	/	16%
COc1ccc(NC(=O)c2ccc(COc3ccccc3)o2)c(OC)c1	-5	-9%	-8%	-3%	3	-11%	8.3µM*

Not a hit list, and some 24% of all compounds hit somewhere here.
